# Bioassay records from PubChem BioAssay.
# Vif-APOBEC3G blk: inhibitors of Vif-APOBEC3G interaction. HeLa A3G-eYFP + Vif (tagged APOBEC3G with the HIV-1 protein that degrades it), YFP fluorescence, overnight. Potency, µM (series often up to 46.1 µM), for inactives: top-dose activity, negative = active, hits mostly inhibitors. 0.076% of 410,000 active. AID 602310;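 note: % is set by controls: 0 for no effect and ±100 for the full control effect; nearly all actives have a fitted effect of over 60% in size; hits raise eYFP signal because A3G escapes Vif-driven loss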
# Target sequence (Q9HC16 whole entry, looked up): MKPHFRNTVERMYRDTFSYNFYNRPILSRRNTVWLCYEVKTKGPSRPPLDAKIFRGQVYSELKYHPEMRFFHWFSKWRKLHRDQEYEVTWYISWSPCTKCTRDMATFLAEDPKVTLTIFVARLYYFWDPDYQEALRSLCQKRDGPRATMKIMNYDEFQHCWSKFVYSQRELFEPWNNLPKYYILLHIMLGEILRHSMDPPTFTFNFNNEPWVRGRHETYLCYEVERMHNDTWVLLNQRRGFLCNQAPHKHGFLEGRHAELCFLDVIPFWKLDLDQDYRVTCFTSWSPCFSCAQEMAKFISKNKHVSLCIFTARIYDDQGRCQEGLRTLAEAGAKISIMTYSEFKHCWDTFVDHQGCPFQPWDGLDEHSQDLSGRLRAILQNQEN
#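 HeLa cells stably expressing Vif and C-terminally eYFP-tagged A3G, seeded overnight at 37 deg C, then exposed to compound by pintool overnight at 37 deg C. Rise in yellow fluorescence (Ex 488/Em 500-530, Acumen) marks blocked Vif-driven A3G degradation.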
# Vif-A3F inh: Vif-A3F binding inhibition; 0.2% of 390,000 active; AID 602313; Potency, µM (series often up to 46.1 µM), for the others: top-dose activity, negative = active; HeLa A3F-eYFP + Vif (tagged APOBEC3F with the HIV-1 protein that degrades it), YFP fluorescence increase; note: % of control where 0% means no effect; nearly all actives have a fitted effect of over 65% in size
#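 HeLa cells stably expressing A3F-eYFP plus Vif, plated and incubated overnight at 37 deg C, then exposed to compounds overnight at 37 deg C. Blocked degradation read as raised yellow fluorescence (Ex 488/Em 500-530).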
# ALOX12 inh: ALOX12 (human) lipoxygenase inhibition; P18054; purified 12hLO, xylenol orange hydroperoxide absorbance; Potency, µM (series often up to 108 µM), for inactives: top-dose activity change, negative = inhibition, actives largely listed as inhibitors; 1.1% of 580,000 active; note: % is set by controls: 0 for no effect and ±100 for the full control effect
#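 Hydroperoxide product was detected by ferrous iron/xylenol orange as the 573 to 405 nm absorbance ratio. Arachidonic acid at 40 uM (final) was turned over for 30 min at room temperature by 150 nM human 12hLO, pH 7.0 Hepes buffer, after 15 min compound preincubation.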
# RXFP1 ag: activates the human relaxin receptor RXFP1. HEK293T-RXFP1 cAMP TR-FRET, 30 min; response scale: percent of porcine relaxin response, buffer zero. Potency, µM (doses to about 57.5 µM), for inactives: at the highest dose activation, actives largely listed as activators. 0.3% of 370,000 active. AID 2676; note: % is set by controls: 0 for no effect and ±100 for the full control effect; nearly all actives have a fitted effect of over 60% in size; many of its hits are not listed in these tables
#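 HEK293T cells stably expressing RXFP1 were pretreated with the PDE4 inhibitor Ro 20174, exposed to compounds for 30 min at 37C, lysed, and cAMP was read by TR-FRET. Data normalized to buffer (basal) and 29 nM porcine relaxin (100%).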
# TrxR1 inh: rat TrxR1 inhibition; O89049; recombinant rTrxR1, NADPH fluorescence consumption, selenite substrate; Potency, µM (titrated, usually from 114 µM), for the others: at the top dose activity change, negative = inhibition, hits mostly inhibitors; 1% of 390,000 active; AID 588453; note: % is set by controls: 0 for no effect and ±100 for the full control effect; nearly all actives have a fitted effect of over 65% in size
# Target sequence (O89049 whole entry, looked up): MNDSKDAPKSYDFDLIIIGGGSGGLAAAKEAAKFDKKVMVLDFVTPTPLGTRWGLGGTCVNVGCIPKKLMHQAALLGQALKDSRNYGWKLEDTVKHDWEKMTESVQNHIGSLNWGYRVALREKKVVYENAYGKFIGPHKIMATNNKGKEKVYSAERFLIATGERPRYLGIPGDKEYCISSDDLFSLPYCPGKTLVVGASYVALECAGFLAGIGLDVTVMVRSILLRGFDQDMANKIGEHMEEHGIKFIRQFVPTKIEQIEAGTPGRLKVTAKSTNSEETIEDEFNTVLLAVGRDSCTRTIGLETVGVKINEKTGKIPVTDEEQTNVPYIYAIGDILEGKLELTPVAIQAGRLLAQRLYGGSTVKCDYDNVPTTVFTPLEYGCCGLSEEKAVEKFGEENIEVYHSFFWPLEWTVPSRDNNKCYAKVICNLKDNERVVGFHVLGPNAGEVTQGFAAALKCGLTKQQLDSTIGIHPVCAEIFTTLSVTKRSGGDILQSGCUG
#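 Rat TrxR1 (90 nM in the dispensed reagent) was pre-reduced with 400 uM NADPH for 5 min at room temperature, then incubated with compound for 15 min. After 400 uM selenite was added, NADPH fluorescence (Ex 340/Em 450 nm) was followed for 8 min.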
# TrxR1 substrate: rat thioredoxin reductase 1 substrate activity. O89049. purified TrxR1 substrate turnover, NADPH consumption readout. Potency, µM (titrated, usually from 114 µM), inactives show at the highest dose activity change, negative = substrate turnover. 0.01% of 390,000 active; note: % is set by controls: 0 for no effect and ±100 for the full control effect; nearly all actives have a fitted effect of over 50% in size
#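 Rat TrxR1, dispensed at 90 nM, was prereduced with 400 uM NADPH (final) for 5 min at ~22 deg C, then incubated with compound 15 min before 400 uM selenite. A first-read NADPH fluorescence drop versus no-compound background flagged substrates.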
# USP1 inh: blocks the human USP1/UAF1 deubiquitinase complex | 0.23% of 390,000 active | recombinant USP1/UAF1, Ub-Rhodamine cleavage fluorescence | Potency, µM (titrated, usually from 57.1 µM), without a hit: at the highest dose activity change, negative = inhibition, most hits filed as inhibitors; note: % is set by controls: 0 for no effect and ±100 for the full control effect; nearly all actives have a fitted effect of over 60% in size; inactives centre near -12
#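 High-throughput fluorogenic screen: 1nM USP1/UAF1 complex, Ub-Rho substrate 150nM final, 50mM HEPES pH 7.8 with 0.5mM EDTA, 0.1 mg/ml BSA, 1mM TCEP and 0.01% Tween-20.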
# RGS4 inhibitor: inhibitors of human regulator of G protein signaling 4. P49798. Transcreener GDP fluorescence polarization, RGS4-accelerated GTP hydrolysis. Potency, µM (titrated, usually from 114 µM), for inactives: at the highest dose activity change, negative = inhibition, hits mostly inhibitors. 0.039% of 390,000 active. AID 504845; note: % is set by controls: 0 for no effect and ±100 for the full control effect; nearly all actives have a fitted effect of over 75% in size; some results filed as inactive show a strong effect at the top dose
# Target sequence (P49798 whole entry, looked up): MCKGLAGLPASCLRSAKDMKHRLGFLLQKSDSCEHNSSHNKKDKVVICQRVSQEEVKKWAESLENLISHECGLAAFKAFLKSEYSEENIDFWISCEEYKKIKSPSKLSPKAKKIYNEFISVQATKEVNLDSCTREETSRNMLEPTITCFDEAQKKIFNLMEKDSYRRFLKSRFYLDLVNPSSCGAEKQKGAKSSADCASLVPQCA
#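 MLSMR compounds (23 nl, pin-transferred) preincubated 10 min at room temperature with a 500nM (2x) first reagent, then RGS4 at 900nM (2x) plus Transcreener GDP mix added; fluorescence polarization (620/688 nm) read before and after 90 min at 30 °C.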
# mIDH1 inhibitor: human IDH1 R132H inhibition; IDH1-R132H enzyme, NADPH consumption, diaphorase/resazurin fluorescence; Potency, µM (top dose mostly 76.6 µM), inactives show at the highest dose activity change, negative = inhibition, most hits filed as inhibitors; 0.093% of 390,000 active; note: % is set by controls: 0 for no effect and ±100 for the full control effect; nearly all actives have a fitted effect of over 65% in size
#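 IDH1-R132H (0.5 ug/mL dispensed) in pH 7.5 Tris buffer was preincubated 30 min with compound, then given a substrate mix of 0.016 mM NADPH and 2 mM alpha-KG for 80 min at room temperature; remaining NADPH was read by diaphorase/resazurin fluorescence.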
# An asterisk follows results filed as active; ? = inconclusive; / = no result given; & = joins results of further samples; [ ] = another dose, or the depositor's remark. Calls come from the whole dose curve; as a rule, active = well fitted curve in the direction sought with a large enough effect; inconclusive = small, poorly fitted or top-dose-only effect, or another doubt; inactive = no such curve, though single readings can be large; an effect the other way counts as inactive or inconclusive. Potency is the fitted concentration of half-maximal effect.
# Order of values: Vif-APOBEC3G blk, Vif-A3F inh, ALOX12 inh, RXFP1 ag, TrxR1 inh, TrxR1 substrate, USP1 inh, RGS4 inhibitor, mIDH1 inhibitor
CCn1c(=O)c(NC(=O)c2ccccc2)c2n(c1=S)CCCCC2
    -2%, -4%, -14%, -0.7%, 14%[57.1 µM], 5%[57.1 µM], -5%, 4%, 2%
CCOc1ccccc1NC(=O)c1ccccc1N(C)S(C)(=O)=O
    1%, -15%, 0%, 2.1%, 8%[57.1 µM], 10%, -18%, -10%, 14%
Cc1ccc(S(=O)(=O)NCC(=O)N(CC(=O)NC(C)(C)C)Cc2cccs2)cc1
    1%, -3%, -2%, -1.4%, -7%, 0%, -6%, -2%, 3%
Cc1[nH]c(=O)[nH]c(=O)c1Cc1cccc2ccccc12
    -7%, -4%, -15%, 1.8%, 4%[57.1 µM], 2%[57.1 µM], -8%, 3%, -4%
CC(C)Oc1ccc(C(=O)NC(=S)Nc2ccc(CN3CCOCC3)cc2)cc1
    1%, -14%, ?, 0.3%, ?, 9%, -27%, -5%, -5%
COc1ccccc1NC(=O)Cn1c(=O)n(CCc2ccccc2)c(=O)c2c3c(sc21)CN(C(C)=O)CC3
    -5%, -5%, -3%, 1.1%, 20%, 0%, -17%, -2%, -2%
Cc1ccccc1-c1nnc(-c2ccc(Cl)cc2)o1
    0%, 2%, -8%, -0.3%, 29%[57.1 µM], 10%[57.1 µM], -4%, 1%, 2%
Cn1cc(C(=O)NCc2cccs2)c(=O)c2cc(S(=O)(=O)N3CCCC3)ccc21
    -1%, 6%, -15%, 5.3%, -5%, -8%, -10%, -10%, 1%
COC(=O)C1=C(C)N(C(C)C)C(=O)C1(NC(=O)c1ccc(C(C)(C)C)cc1)C(F)(F)F (stereo not drawn)
    -2%, 1%, -15%, 2.2%, 8%, -1%, -26%, 8%, 1%
COc1ccc(S(=O)(=O)N2CCOCC2)cc1NC(=O)/C=C/c1ccccc1
    -7%, 1%, -10%, -0.2%, 14%[57.1 µM], 2%[57.1 µM], -21%, -7%, -1%
CCN(CC)c1ncnc2c1nnn2C
    -1%, -16%, 0%, /, -2%[2.29 µM], 9%[57.1 µM], -2%, 4%, 5%
COc1ccc(S(=O)(=O)CCC(=O)NCCc2ccc(C)cc2)cc1
    1%, 0%, -23%, -0.2%, ?, 15%, -8%, -4%, 4%
CCC(Oc1ccccc1)C(=O)N1CCN(Cc2cc(=O)n3nc(-c4cccc(C)c4)sc3n2)CC1 (stereo not drawn)
    0%, 4%, -15%, 6.9%, -7%[57.1 µM], -7%[57.1 µM], 1%, -8%, 1%
CN(CCCCOc1ccc(F)cc1)Cc1ccccc1
    2%, 0%, 1.1µM*, -3.5%, 36%[11.4 µM], 1%[11.4 µM], -20%, 32%, 3%
Cc1ccc(/C=C(\NC(=O)c2ccccc2)C(=O)N2CCCCC2)cc1
    -2%, -13%, -4%, 1.6%, -5%, -11%, -8%, 9%, -13%
Cc1ccc(S(=O)(=O)N2C[C@@H](C)[C@]3(C2)[C@H](O)[C@H](OC(=O)NCc2ccccc2F)C[C@H]2C(=O)N(c4ccccc4)C(=O)[C@H]23)cc1
    -3%, 7%, -4%, /, /, /, 3%, /, -13%
CCOc1ccccc1C(=O)NC1CCN(Cc2nnnn2C2CCCC2)CC1
    0%, -15%, -8%, 0.4%, 6%, 4%, -8%, -18%, 3%
O=C(C[n+]1cc(-c2ccc(Cl)c(Cl)c2)n2c1CCC2)c1cccs1
    4%, 2%, -1%, 5.3%, -7%[57.1 µM], -3%[57.1 µM], 5%, 17%, 5%
OC(CSc1ccccc1Cl)CN1CCN(c2ccc(F)cc2)CC1 (stereo not drawn)
    1%, -7%, ?, 0.2%, 1%, 0%, -1%, -8%, 8%
CCc1nc2ccccc2c(C(=O)OCC(=O)Nc2ccc(NC(C)=O)cc2)c1C
    1%, 0%, 104%[activator], /, -1%, -6%, -25%, 10%, 0%
O=C(CNC(=O)c1ccccc1)OCC(=O)N1N=C(c2ccc(Cl)cc2)CC1c1ccco1 (stereo not drawn)
    5%, 1%, 6%, 0.2%, 31%, 1%, -5%, 20%[11.4 µM], -12%
CCOc1ccccc1NC(=O)CN(C)S(=O)(=O)c1ccc(OC)c(C)c1
    0%, 0%, -27%, -0.6%, -1%, -4%, -11%, 2%, -2%
Cc1cc(N2CCC(N(C)C3CCCC3)CC2)nc2cc(O)ccc12
    2%, 1%, ?, 2.8%, 3%, 41%[activator], -6%, 15%, -1%
COCc1cc(CN2CCCC(CNC(=O)c3ccc(F)cc3)C2)ccc1OC (stereo not drawn)
    -1%, -2%, -8%, -0.4%, 17%, 7%, -22%, 9%, 1%
CC1=CC(C)(C)NC(=S)N1c1cccc(C)c1
    2%&0%, ?, ?, 2.7%, -4%[2.29 µM], -6%[2.29 µM], -5%&-16%, -3%&7%, 8%&6%
O=C(Cn1c(=O)c2c(ncn2Cc2ccccc2)n(Cc2ccccc2)c1=O)N1CCc2ccccc21
    -1%, -8%, -26%, -0.4%, ?, -1%, -2%, -16%, 4%
O=C(CSc1nc2c(cnn2-c2ccccc2)c(=O)[nH]1)NCC1CCCO1 (stereo not drawn)
    -2%, 0%, -1%, /, 20%[57.1 µM], -6%[2.29 µM], -7%, 0%, 1%
CCCCn1c(N)c(N(CCOC)C(=O)CCNC(=O)c2ccccc2Cl)c(=O)[nH]c1=O
    2%, -4%, 426%[activator], 0.6%, 7%, -3%, -15%, 4%, -1%
CCOC(=O)C1CCCN(C(=S)NC2CCCC2)C1 (stereo not drawn)
    4%, -1%, 5%, 3.1%, -9%, -1%, -15%, 2%, ?
CC1CCN(Cc2ccc(-c3nn[nH]n3)cc2)CC1
    1%, -2%, 346%[activator], -0.7%, -3%[57.1 µM], -24%[57.1 µM], -12%, -10%, 8%
CCN1C(=O)[C@H]2[C@@H](c3ccc(C)cc3)N3C(=O)N(c4cccc(C)c4)C(=O)[C@@]3(Cc3ccccc3)[C@H]2C1=O
    3%, 5%, -9%, -1.3%, 14%, 1%, ?, -6%, 10%
CC(C)C(=O)NC(=S)Nc1ccccn1
    3%, -1%, ?, -1.0%, 7%, 3%, -7%, 16%, 2%
COc1cc(S(=O)(=O)N2CCN(Cc3ccc4c(c3)OCO4)CC2)c(C)cc1C
    1%, 0%, 35%, -1.1%, 9%[57.1 µM], 13%[57.1 µM], -21%, -32%, -2%
O=C(Nc1cccc(-c2nc3ccccc3[nH]2)c1)c1ccc(C(=O)Nc2cccc(-c3nc4ccccc4[nH]3)c2)cc1
    1%, 0%, 1%, 0.0%, 9%[57.1 µM], 14%[57.1 µM], ?, ?, 1%
CC(C)(C)c1csc(N/N=C/c2cccnc2)n1
    -6%, -1%, ?, -0.4%, 19%[57.1 µM], 4%[57.1 µM], -7%, 4%, 19%
Cc1cccc(Cn2cc3c(=O)n(CC(=O)Nc4c(C)cccc4C)nc-3c3cc(F)ccc32)c1
    -2%, -5%, -23%, 3.2%, 16%, 2%, -11%, -2%, 4%
CC(C)(C)C(=O)NC1CC2CCCC(C1)N2C(=O)Nc1ccc(Cl)cc1 (stereo not drawn)
    0%, 6%, 111%[activator], 1.0%, 6%[57.1 µM], 5%[57.1 µM], -11%, -18%, 3%
Cc1nc2ccccn2c1C(=O)CSc1ccccc1Cl
    -10%, -8%, -2%, -3.0%, 12%, -6%, -2%, 11%, 0%
Cc1ccc(C)c(N2CCN(C(=O)CCCOc3cc(=O)n(C)c4ccccc34)CC2)c1
    -8%, -6%, -7%, 10%, -9%[57.1 µM], -4%[57.1 µM], -27%, -21%, 2%
COC(=O)[C@]1(C)N[C@H](CN(C)C(=O)c2ccc(F)cc2)[C@@H]2C(=O)N(Cc3ccccc3)C(=O)[C@@H]21
    1%, 0%, ?, /, 23%, 4%, -25%, 17%, 2%[38.3 µM]
Cc1cc(C)nc(NC(=O)c2cccc(Br)c2)n1
    2%, -1%, 24%, -1.0%, 9%, -3%, 4%, 13%, -6%
O=C(O)c1ccccn1
    -2%, -1%, 25%, -5.1%, 27%, 6%, -20%, 2%, -6%
CCCCCCCCC(=O)NC(NC(=S)N1CCOCC1)C(Cl)(Cl)Cl (stereo not drawn)
    2%, 0%, ?, -0.2%, 4%, -8%, -5%, -17%, 7%
COc1ccc(-c2ccc(CN3C(C(C)C)C(=O)N(Cc4cn(CC5CCCCC5)nn4)CCS3(=O)=O)cc2)cc1 (stereo not drawn)
    0%, -5%, -1%, /, /, /, -15%, /, -7%
O=[N+]([O-])c1ncccc1OCc1ccc(-c2ccccc2)cc1
    -7%, -12%, -29%, 0.8%, 27%[57.1 µM], -3%[57.1 µM], -8%, -25%, 3%
O=C(OCC(=O)N1CCc2ccccc21)c1ccc(Br)o1
    -1%, -1%, 21%, /, 12%, -8%, -16%, -10%, 8%

# 3 entries from above, arranged by their value in RGS4 inhibitor, rising:
SMILES	RGS4 inhibitor
O=C(OCC(=O)N1CCc2ccccc21)c1ccc(Br)o1	-10%
O=C(O)c1ccccn1	2%
Cc1cc(C)nc(NC(=O)c2cccc(Br)c2)n1	13%

# This is a subset; the hit share may differ from the screen's.
